Screens: PubChem, Sanford-Burnham Center for Chemical Genomics
SENP8 block: blocks the human protease SENP8 | Q96LD8 | purified SENP8, Z-RLRGG-aminoluciferin cleavage, luminescence | inhibition, % at 10 µM | actives 1.2% (n = 330,000) | AID 2540
Apaf-1 inh: human Apaf-1 inhibition | O14727 | reconstituted apoptosome caspase-3 activity, DEVD-Rh110 fluorescence | inhibition, % at 20 µM | actives 0.71% (n = 330,000) | AID 489030; active = inhibition of at least 40% at 20 µM;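 note: plate controls were DMSO wells for no effect and DEVD-CHO caspase inhibitor wells for full effect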
Target sequence (O14727 whole entry, looked up): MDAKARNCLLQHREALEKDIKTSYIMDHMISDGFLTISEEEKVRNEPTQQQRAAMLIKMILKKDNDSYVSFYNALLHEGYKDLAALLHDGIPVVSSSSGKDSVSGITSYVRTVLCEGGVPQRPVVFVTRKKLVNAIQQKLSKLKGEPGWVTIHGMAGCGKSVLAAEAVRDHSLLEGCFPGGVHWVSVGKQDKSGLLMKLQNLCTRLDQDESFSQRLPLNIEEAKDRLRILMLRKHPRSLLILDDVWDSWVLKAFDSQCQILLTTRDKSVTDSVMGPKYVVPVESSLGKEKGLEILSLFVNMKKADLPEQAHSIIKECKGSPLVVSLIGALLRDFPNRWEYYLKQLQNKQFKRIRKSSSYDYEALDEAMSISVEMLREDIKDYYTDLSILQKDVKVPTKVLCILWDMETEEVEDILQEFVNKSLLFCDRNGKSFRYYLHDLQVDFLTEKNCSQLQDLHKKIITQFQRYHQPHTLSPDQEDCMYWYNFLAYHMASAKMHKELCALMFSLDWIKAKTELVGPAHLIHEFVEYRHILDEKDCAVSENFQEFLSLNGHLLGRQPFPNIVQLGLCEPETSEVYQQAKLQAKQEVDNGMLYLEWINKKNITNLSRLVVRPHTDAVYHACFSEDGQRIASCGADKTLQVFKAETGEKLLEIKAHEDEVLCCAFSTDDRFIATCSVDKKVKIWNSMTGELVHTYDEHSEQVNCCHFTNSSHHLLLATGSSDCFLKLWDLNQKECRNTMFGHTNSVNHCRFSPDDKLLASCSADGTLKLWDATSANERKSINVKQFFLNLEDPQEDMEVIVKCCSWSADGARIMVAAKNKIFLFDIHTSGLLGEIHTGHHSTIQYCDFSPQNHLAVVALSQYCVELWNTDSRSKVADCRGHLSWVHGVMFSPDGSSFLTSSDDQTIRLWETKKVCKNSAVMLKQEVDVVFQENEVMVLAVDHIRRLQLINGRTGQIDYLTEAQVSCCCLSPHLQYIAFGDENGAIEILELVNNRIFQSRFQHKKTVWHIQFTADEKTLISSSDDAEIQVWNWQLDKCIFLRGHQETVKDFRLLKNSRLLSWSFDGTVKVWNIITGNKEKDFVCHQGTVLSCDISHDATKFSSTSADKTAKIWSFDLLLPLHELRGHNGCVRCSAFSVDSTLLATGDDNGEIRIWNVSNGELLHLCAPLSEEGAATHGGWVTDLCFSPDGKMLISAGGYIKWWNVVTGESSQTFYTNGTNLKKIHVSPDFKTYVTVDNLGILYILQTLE
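Material: reconstituted apoptosome with Apaf-1, cytochrome c, caspase-9, procaspase-3, dATP. Technique: Rh110 fluorescence intensity. Buffer or medium: pH 7.5 Hepes buffer with CHAPS, BSA, DTT. Times: 30 min plus 50 min, RT.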
697 NFkB inh: inhibitors of the PMA/ionomycin-induced NF-kB reporter in 697 B cells; actives 0.33% (n = 330,000); AID 435022; 697 B-cell NF-kB luciferase reporter, 16 h; inhibition, % at 4 µM; in the data active = inhibition above about 35%
HKDC1 inh: blocks human hexokinase HKDC1 activity | actives 0.16% (n = 340,000) | recombinant HKDC1, G6PDH/diaphorase resazurin coupled fluorescence | inhibition, % at 20 µM | AID 493160;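 active = inhibition above about 35% when tested at 20 µM, limit read from the data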;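 note: plate controls were DMSO wells with enzyme for no effect and DMSO wells lacking enzyme for full effect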
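Test system: recombinant HKDC1 (HK5) hexokinase enzyme, produced in-house / Doses: 20 µM test compound, 1% DMSO / Timing: 90 min, room temperature / Detection: G6PDH/diaphorase-coupled fluorescence, 1 mM NADP, 100 µM resazurin, 525/613 nm / Control set: DMSO wells with and without enzyme mix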
UBC13 polyUb: human UBC13 polyubiquitination inhibition | actives 0.47% (n = 330,000) | P61088 | UBC13 polyubiquitin chain formation, TR-FRET | AID 485273 | inhibition, % at 20 µM; in the data active = inhibition above about 45%, passing the limit was not always enough
Gli-Sufu antag: blocks Gli-Sufu signaling in a luciferase reporter; Sufu-KO-LIGHT fibroblasts, Gli luciferase reporter luminescence; inhibition, % at 5 µM; actives 0.74% (n = 340,000); AID 588413;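 active = inhibition above about 55%, limit read from the data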;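 note: 0% = DMSO-treated cells and 100% = wells with medium but no cells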
SENP7 block: SENP7 protease inhibition | Q9BQF6 | recombinant SENP7, Z-RLRGG-aminoluciferin luminescence, 40 min | inhibition, % at 5 µM | actives 1.5% (n = 330,000);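 active = inhibition above about 50% at the single test dose, limit read from the data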;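 note: plate controls were DMSO with enzyme for no effect and no enzyme buffer wells for full effect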
Jurkat NFkB inh: inhibitors of the PMA/ionomycin-induced NF-kB reporter in Jurkat cells | actives 0.53% (n = 330,000) | inhibition, % at 4 µM | AID 435003 | PMA/ionomycin-induced NF-kB luciferase reporter, luminescence
An asterisk follows results filed as active; / = no result given. Cut-off read from the data, not from the text of the source, unless noted: active = inhibition above about 50%; inactive = the rest. The order is random; 3.6% or so of the library scored in one or more.

SMILES	SENP8 block	Apaf-1 inh	697 NFkB inh	HKDC1 inh	UBC13 polyUb	Gli-Sufu antag	SENP7 block	Jurkat NFkB inh
COc1ccc(N(C(=O)CS(=O)CC(=O)Nc2ccc(F)cc2)C(C(=O)NC2CCCCC2)c2cccs2)cc1 (centres undefined)	-6	-6	-6	-6	-1	-6	8	-5
CC(=O)c1cccc(NC(=S)N2CCN(S(=O)(=O)c3ccc(F)cc3)CC2)c1	-4	11	8	-1	0	29	2	-7
COc1ccc(S(=O)(=O)NCc2cn3c(C)csc3n2)cc1F	0	1	3	-4	0	2	-6	9
COc1ccccc1CNS(=O)(=O)c1ccc2c(c1)N(C(C)=O)CC(C)S2 (centres undefined)	-9	5	-12	4	4	-15	1	2
CCCn1c(N2CCN(CC(=O)NCc3cccs3)CC2)nc2ccccc21	-4	5	-36	1	2	26	-2	19
CCOC(=O)C1=C(C)C/C(=N\NC(=O)c2ccccc2O)CC1	14	-14	-59	-7	3	-27	2	-30
CC12CCC(=O)N1C(C(=O)Nc1ccc(F)cc1)CS2 (centres undefined)	3	1	5	2	-11	9	-5	9
CC(C)[C@H](NC(N)=O)C(=O)Nc1ccc(F)c(Cl)c1	-1	0	2	-4	-6	53	3	0
COc1ccccc1NC(=O)C(C)NS(=O)(=O)c1ccc(F)cc1 (centres undefined)	-10	4	7	-5	1	1	-5	-7
COc1ccc(C(CCN)Cc2ccccc2)cc1 (centres undefined)	0	-2	-4	-3	4	21	0	14
COc1ccc(S(=O)(=O)N2CCC(C(N)=O)(N3CCCCC3)CC2)cc1	-11	8	4	-1	3	1	11	-8
CCN1CCN(C(=O)/C=C/c2ccc(C(C)C)cc2)CC1	-6	9	-11	2	5	6	-4	1
Cc1ccc(S(=O)(=O)N2CCC(C(=O)OCC(=O)N(CC(C)C)C3CCS(=O)(=O)C3)CC2)cc1C (centres undefined)	6	12	8	-5	-1	-1	1	5
CC1(C)CC(=O)C2=C(C1)NC(=O)CC2c1cc(F)ccc1F (centres undefined)	-2	-5	16	2	4	2	3	-1
N=C1C2=C3Sc4ccccc4N3CCCC2=NN1c1cccc(S(=O)(=O)O)c1	2	-1	10	-3	-1	9	5	6
CC(=O)Nc1cccc(NC(=O)CSc2nc3ccccc3o2)c1	-2	9	-9	0	-17	8	7	-32
COC(=O)c1c(NC(=O)c2ccccc2C(=O)O)sc2c1CCC2	13	-8	6	3	-3	-3	-4	10
Cc1cc(F)ccc1S(=O)(=O)Nc1ncnc2sc3c(c12)CCC3	-2	6	2	12	-3	-4	4	-14
COc1ccc(S(=O)(=O)Nc2cc(C)ccn2)cc1	-11	0	7	-3	-8	-8	-3	4
CC1CCCCC1NC(=O)CSc1nc2ccccc2[nH]1 (centres undefined)	-1	3	4	-4	11	14	6	-2
CCn1c(O)c(N=NC(=O)c2cccnc2)c2cc(Br)ccc21	-4	-11	8	-34	-20	4	8	7
NC(=O)c1c(NC(=O)c2ccc([N+](=O)[O-])o2)sc2c1CCCC2	-10	17	9	-4	-32	39	-4	0
COc1ccc(Cc2c(N)nc(N)nc2N)cc1	-11	4	7	-3	5	-2	-14	-6
Cc1ccc(C)c(S(=O)(=O)N2CCCC2CNC(=O)C(=O)NCCc2ccco2)c1 (centres undefined)	-3	1	3	-4	6	0	-4	19

5 compounds already listed, sorted by molar mass, high to low:
SMILES	SENP8 block	Apaf-1 inh	697 NFkB inh	HKDC1 inh	UBC13 polyUb	Gli-Sufu antag	SENP7 block	Jurkat NFkB inh
CCn1c(O)c(N=NC(=O)c2cccnc2)c2cc(Br)ccc21	-4	-11	8	-34	-20	4	8	7
Cc1cc(F)ccc1S(=O)(=O)Nc1ncnc2sc3c(c12)CCC3	-2	6	2	12	-3	-4	4	-14
CC(=O)Nc1cccc(NC(=O)CSc2nc3ccccc3o2)c1	-2	9	-9	0	-17	8	7	-32
NC(=O)c1c(NC(=O)c2ccc([N+](=O)[O-])o2)sc2c1CCCC2	-10	17	9	-4	-32	39	-4	0
COc1ccc(Cc2c(N)nc(N)nc2N)cc1	-11	4	7	-3	5	-2	-14	-6

(next part)
SMILES	SENP8 block	Apaf-1 inh	697 NFkB inh	HKDC1 inh	UBC13 polyUb	Gli-Sufu antag	SENP7 block	Jurkat NFkB inh
O=P(O)(O)c1ccccc1OCCOCCOCCOCCOc1ccccc1P(=O)(O)O	-7	10	-48	-11	-8	-24	-5	-21
Cc1oc2cc3oc(=O)c(CCC(=O)NCc4ccccn4)c(C)c3cc2c1C	-10	9	0	4	13	-1	-12	0
Cc1cccc(Cc2c(C)nc3nc(SCC(=O)O)nn3c2C)c1	-5	0	-19	-10	-12	-7	-6	-3
Cc1nnsc1C(=O)N1CCCC(C(=O)c2ccc(C(F)(F)F)cc2)C1 (centres undefined)	2	-1	-1	-13	8	-4	-3	2
O=C(N/N=C/c1ccc([N+](=O)[O-])cc1)c1ccccc1OCc1ccccc1	-6	15	-38	-9	-11	18	6	35
O=C(CSc1ccc(-c2cccnc2)nn1)Nc1ccc(F)cc1	1	13	2	3	0	7	6	-5
COC(=O)c1cc2sc(Cl)cc2n1CC(=O)Nc1cccc(SC)c1	1	-14	-49	-3	-14	2	1	5
CC(C)Nc1nc(NNc2nc(Cl)nc(NC(C)(C)C)n2)nc(NC(C)C)n1	1	-7	7	-5	-7	-3	-3	16
Cn1c(NCCN2CCCCC2)cc(=O)n(C)c1=O	-1	-21	15	0	8	-6	-6	-3
COc1ccc(NC(=S)N(C)CC2COc3ccccc3O2)cc1 (centres undefined)	1	4	-12	-3	12	2	10	-1
Cn1cnc2cc(OC(=O)c3ccccc3)ccc21	-8	2	-4	-4	-11	-7	-23	-7
Cc1c(NC(=O)C(C)OC(=O)c2ccc(NC(=O)CC#N)cc2)c(=O)n(-c2ccccc2)n1C (centres undefined)	-5	5	6	1	4	-3	-5	-7
COc1cc(CN2CCCCCC2)cc(OC)c1	-1	-4	12	-4	7	1	4	11
Cc1ccc(C2C(C#N)=C(N)N(N(C)C)C3=C2C(=O)CCC3)cc1 (centres undefined)	-2	-1	20	-5	8	3	5	-4
CC(=O)c1ccc(NC(=S)Nc2cccc(Cl)c2C)cc1	-2	-7	1	-3	-1	-6	-3	0
CCOC(=O)CSc1nnc(Cn2c(=O)sc3ccccc32)n1C	5	-13	-3	2	5	-6	1	-10
CN(C)c1nc(N(C)C)nc(N2CCCCC2)n1	-7	1	-5	2	-3	-1	-9	-17
Cc1ccnc(NC(=O)c2ccc3[nH]c(=O)c(=O)[nH]c3c2)c1	-12	9	-26	6	-8	0	-20	-8
CCOc1ccccc1/C=N/NC(=O)CNC(=O)c1ccc(S(=O)(=O)N2CCOCC2)cc1	-1	-2	-26	-14	2	2	2	37
O=c1c2ccccc2nc(-c2ccco2)n1CCc1ccc(O)cc1	6	2	19	16	12	-5	-3	10
COc1cccc(CNCC(O)(c2ccc(Cl)cc2)c2ccc(Cl)cc2)c1	-2	5	11	15	12	-9	-4	1
CC(C)(CNC(=O)CNC(=O)c1ccc(Cl)cc1Cl)N1CCOCC1	-2	8	-2	-1	-1	-8	7	8
O=C1C2C(C(=O)N1CC1CCCO1)C1C=CC2C12CC2 (centres undefined)	-6	-2	20	-6	0	-19	-8	-7
COc1ccccc1NS(=O)(=O)c1cc(NC(=O)c2cccc(S(=O)(=O)N(C)C)c2)ccc1N1CCOCC1	-8	13	-19	8	-12	6	5	-3
Cc1cccc(OC2CCN(Cc3c(C(=O)N4CCCC4)nc4ccccn34)CC2)c1	-1	-10	5	-5	5	-1	-5	10
CCCN(Cc1cc2ccccc2[nH]c1=O)C(=O)c1cccc([N+](=O)[O-])c1	0	-14	4	-3	8	-1	-3	4
Cc1ccc(OCC(=O)Nc2ccc(N3CCN(S(C)(=O)=O)CC3)cc2)cc1C	-8	-11	14	-9	9	2	-4	8
COCCNC(=O)COC(=O)c1ccc(S(=O)(=O)N2CCOCC2)cc1	-1	3	-6	-8	6	-1	8	2
CC(C)(C)NC(=O)C[C@H]1C[C@H](C(=O)N2CCCCC2)[C@@]2(CCc3ccccc3)c3[nH]c4ccc(Cl)cc4c3CCN2C1=O	/	15	1	-1	/	1	7	/
O=c1oc2ccccc2c(Nc2ccc(F)cc2)c1[N+](=O)[O-]	7	-13	11	-7	-4	-6	0	7
O=C1CSC(c2ccncc2)N1Cc1ccccc1 (centres undefined)	-9	-8	17	5	3	-4	1	-8
COC(=O)N1C(=O)[C@](c2ccccc2)(C2CCCC2)N1C(=O)OC	-10	4	-3	6	-2	-2	13	-11
CC1CCC(NC(=O)CC(NC(N)=O)c2ccccc2Cl)CC1 (centres undefined)	-9	7	-8	-9	-6	-7	-5	-9
c1ccc(-n2nnnc2CN2CCOCC2)cc1	-12	-33	-13	-5	-18	-3	-12	-17
CCCCN(C(=O)NC(=O)Nc1ccccc1OC)S(C)(=O)=O	3	-25	20	-8	2	2	56*	16
CC(C)(C)C(=O)c1cn(CC(=O)NCc2ccc3c(c2)OCO3)c2ccccc12	1	6	-16	0	-12	-25	8	-21

4 entries drawn at random from the list so far:
SMILES	SENP8 block	Apaf-1 inh	697 NFkB inh	HKDC1 inh	UBC13 polyUb	Gli-Sufu antag	SENP7 block	Jurkat NFkB inh
c1ccc(-n2nnnc2CN2CCOCC2)cc1	-12	-33	-13	-5	-18	-3	-12	-17
Cc1ccc(OCC(=O)Nc2ccc(N3CCN(S(C)(=O)=O)CC3)cc2)cc1C	-8	-11	14	-9	9	2	-4	8
CC1CCC(NC(=O)CC(NC(N)=O)c2ccccc2Cl)CC1 (centres undefined)	-9	7	-8	-9	-6	-7	-5	-9
COCCNC(=O)COC(=O)c1ccc(S(=O)(=O)N2CCOCC2)cc1	-1	3	-6	-8	6	-1	8	2

(further entries)
SMILES	SENP8 block	Apaf-1 inh	697 NFkB inh	HKDC1 inh	UBC13 polyUb	Gli-Sufu antag	SENP7 block	Jurkat NFkB inh
C/C(=N/NC(=O)c1sc(=S)n(C)c1C)c1ccccc1	0	-1	6	-11	5	-10	2	7
O=C(NCc1ccc(F)cc1)C(=O)NCC1OCCN1S(=O)(=O)c1ccc2c(c1)OCCO2 (centres undefined)	-1	0	5	-6	-8	-7	1	-3
CC1CC(C)CN(C(=O)c2ccc(NS(=O)(=O)c3ccc4[nH]c(=O)[nH]c4c3)cc2)C1 (centres undefined)	-3	6	9	4	-1	-4	10	-3
COC(=O)C1=C(C)N=C2SCCC(=O)N2C1c1ccc(C(=O)OC)cc1 (centres undefined)	1	0	14	-10	-8	7	4	-7
O=C(COC(=O)c1ccc(Cl)nc1)Nc1ccccc1OC(F)F	-13	0	-17	4	-12	-2	-8	-1
Cc1ccc(S(=O)(=O)N2CCC(C(=O)Nc3ccncc3)CC2)cc1	2	8	2	0	4	9	2	8
CCN(Cc1ccccc1)C(=O)CSc1nc(C)cc(=O)[nH]1	-5	1	18	-8	2	-1	7	-8
CC1(NC(=O)c2cc(S(=O)(=O)N3CCCCC3)ccc2Cl)CCS(=O)(=O)C1 (centres undefined)	9	-2	-17	-3	-17	1	2	-1
CCCCNC(=O)N1CCc2ccccc2C1	-5	-3	3	-14	5	2	-4	1
CN(C)S(=O)(=O)c1cc(NC(=O)CN2CCN(c3ccccc3F)CC2)ccc1Cl	2	-18	4	-2	12	0	16	12
Cc1nsc2nc3c(F)c(F)c(F)c(F)c3cc12	-2	-8	-25	4	10	5	8	-4
COc1ccc(C(=O)SC2=NCCS2)cc1	-10	-9	12	10	1	0	11	5
Cc1sc2nc(COC(=O)c3cccc(OC(F)F)c3)[nH]c(=O)c2c1C	-6	-10	14	-4	0	12	4	-1
O=C(O)c1ccccc1Cc1nc2cc(Cl)ccc2c(=O)[nH]1	-4	0	27	-1	-10	-3	10	18
COC(=O)C1C2C=CC3(CN(Cc4cccs4)C(=O)C13)O2 (centres undefined)	9	-8	9	0	2	-4	-2	11
CCO[C@@H]1OC(C(N)=O)=C[C@H](c2cn(C(C)=O)c3ccccc23)[C@H]1CCCO	0	-7	14	-7	21	-2	-10	12
Cc1ccc(C(=O)COC(=O)CNC(=O)CN2C(=O)c3ccccc3C2=O)cc1	-3	-10	0	-9	7	-12	-4	0
